Bioassay records (PubChem BioAssay)
RAD52 anneal inh – RAD52 (human) annealing inhibition. P43351. recombinant RAD52 DNA annealing, FRET fluorescence. inhibition, % at 18.7 µM. 360,000 tested, 0.46% active. AID 651710;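 active means every replicate showing at least 50% inhibition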
EWS-Fli inh – blocks EWS/Fli oncoprotein-driven transcription. A673 NR0B1-luciferase reporter, viability-normalised. inhibition, % at 12.6 µM. 350,000 tested, 0.67% active;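 active means mean inhibition of at least 50% after viability correction, with every replicate also passing that limit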;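 further: firefly luciferase signal divided by Alamar Blue viability fluorescence both relative to DMSO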
XiGFP reactiv – reactivates the inactive X chromosome in mouse fibroblasts; XiGFP mouse fibroblasts, % GFP-positive cells imaging, 3 d; cells co-treated with 5-aza-dC sensitizer; scaled so ellipticine positive control = 100%; activation, % at 7.58 µM; 360,000 tested, 0.055% active;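 active means mean normalized replicate activation at least 10% and every replicate at or above 10%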;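 further: 0% = median of on-plate neutral control wells and 100% = ellipticine 6 µM median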
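Material: SV40-immortalized XiGFP fibroblast cells, line 68-5-11 | Buffer or medium: DMEM containing 5-aza-dC | Dosing: One concentration, pinned | Times: 3 d treatment, 15 min room-temperature fixation | Controls: Ellipticine 6 µM positive control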
S100A4 MyoIIA – inhibitors of human S100A4 binding to myosin IIA peptide. inhibition, % at 10.7 µM. S100A4/TAMRA-MyoIIA peptide fluorescence polarization. 360,000 tested, 0.14% active;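 active means mean inhibition of at least 70% across replicates, with every replicate also reaching that level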
Target sequence (P26447 whole entry, looked up): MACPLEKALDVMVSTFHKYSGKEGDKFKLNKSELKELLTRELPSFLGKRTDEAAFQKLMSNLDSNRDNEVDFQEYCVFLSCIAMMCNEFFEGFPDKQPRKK
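Material: S100A4 monomer (human). Medium: Calcium-containing HEPES buffer, pH 7.2. Probe or stimulus: labelled myosin peptide probe, 5 nM. Compound dosing: one concentration per compound. Timing: polarization read 5 min after assay mix addition, stable 5–60 min. Benchmarks: DMSO as neutral control, TFP as positive control.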
RAD54 branch – RAD54 (human) branch migration inhibition. Q92698. RAD54 Holliday junction branch migration, FAM/BHQ fluorescence. inhibition, % at 10.4 µM. 360,000 tested, 0.14% active;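 active means mean normalized replicate activity at least 40 and at least half of replicates scoring 40 or more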;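 further: 0% = median of neutral control wells and 100% = median of positive control wells; inhibitors cause a drop in the FAM fluorescence signal; in these data hits start at about 50%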
FN deposition inh – fibronectin deposition inhibition; inhibition, % at 12.6 µM; AH1F fibroblasts, Alexa488-fibronectin deposition fluorescence, overnight; 350,000 tested, 0.086% active;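 active means mean inhibition across replicates of 30% or more, regardless of how many single replicates reach that level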;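 further: positive control wells lacked labelled fibronectin entirely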
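material = AH1F fibroblast monolayer depositing Alexa488-labelled fibronectin into matrix | amount = 10000 AH1F cells/well | buffer or medium = DMEM plus 2% serum, read in PBS | incubation = 1 h cell adhesion before compound, then overnight fibronectin incubation | detection = fluorescence at 485 nm excitation, 525 nm emission | evaluation = percent inhibition as loss of matrix-bound fibronectin fluorescence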
E-sel inducer – induces E-selectin expression in human endothelial cells; activation, % at 7.58 µM; HUVEC E-selectin immunofluorescence imaging; normalized: neutral wells 0, TNF-alpha wells 100; 260,000 tested, 0.37% active;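 active means mean E-selectin-positive cell signal at least 10% of the positive control, reached in at least 60% of replicates, without over 20% cell loss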;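 further: in these data hits start at about 27%; measured in HUVEC primary endothelial cells; signal is the percent of cells scored E-selectin positive by PE staining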
Target sequence (P16581 whole entry, looked up): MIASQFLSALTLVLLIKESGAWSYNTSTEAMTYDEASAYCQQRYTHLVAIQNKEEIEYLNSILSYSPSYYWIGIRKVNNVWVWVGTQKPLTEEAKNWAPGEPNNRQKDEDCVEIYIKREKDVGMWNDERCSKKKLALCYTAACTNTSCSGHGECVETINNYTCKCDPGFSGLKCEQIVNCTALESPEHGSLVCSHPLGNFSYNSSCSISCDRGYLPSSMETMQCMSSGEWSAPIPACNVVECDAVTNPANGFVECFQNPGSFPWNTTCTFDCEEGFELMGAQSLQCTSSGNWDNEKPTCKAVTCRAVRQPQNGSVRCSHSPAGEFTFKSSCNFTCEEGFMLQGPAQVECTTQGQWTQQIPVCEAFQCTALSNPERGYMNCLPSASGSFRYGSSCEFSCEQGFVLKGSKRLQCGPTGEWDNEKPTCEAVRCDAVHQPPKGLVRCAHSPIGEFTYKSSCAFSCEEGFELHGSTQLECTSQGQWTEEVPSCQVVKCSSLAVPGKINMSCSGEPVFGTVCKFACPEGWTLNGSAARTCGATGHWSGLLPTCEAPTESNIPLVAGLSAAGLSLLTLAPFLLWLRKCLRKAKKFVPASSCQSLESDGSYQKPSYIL
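Assay system: HUVEC primary endothelial cells. Input: 3,000 HUVEC seeded per well. Doses: one compound dose added by pin transfer. Read-out basis: % PE-positive cells. Benchmarks: TNF-alpha high, DMSO low. Detection: immunofluorescence imaging. Buffer or medium: EGM-2, gelatin.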
esBAF inh – SWI/SNF esBAF complex inhibition; mouse ES cells, Bmi1-luciferase knock-in reporter, 24 h; 100% = twice the neutral-well signal; reporter increase, % at 12.5 µM; 350,000 tested, 2% active; in the data active means activation above about 40%;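 further: 0% = median of the plate's neutral control wells and 100% = double that signal; a rise in the Bmi1 reporter signal indicates esBAF inhibition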
The depositor's hits bear a star; x = not tested or not shown.

structure	RAD52 anneal inh	EWS-Fli inh	XiGFP reactiv	S100A4 MyoIIA	RAD54 branch	FN deposition inh	E-sel inducer	esBAF inh
COc1ccc(NC(=O)N(C)C[C@H]2OCCCC[C@H](C)Oc3ccc(NC(=O)CCCN(C)C)cc3C(=O)N([C@H](C)CO)C[C@@H]2C)cc1	-28	-6	-0.4	2	7	x	0.4	-4
COc1cc(CCC(=O)OCC(=O)NC(=O)c2ccc(Cl)cc2)cc(OC)c1OC	-11	1	0.0	-1	-3	-7	x	-7
COCCNC(=O)C1CCCN(C(=O)c2ccc(C(F)(F)F)nc2C)CC1 (stereo not given)	-7	-7	2.1	11	2	-4	0.1	-2
O=C(c1ccco1)N(Cc1cccc([N+](=O)[O-])c1)c1ccc(Br)cc1	-2	-26	0.4	-1	x	-1	x	x
C[C@H](O)C#Cc1ccc([C@@H]2[C@@H](CO)N3CCCCN(S(=O)(=O)Cc4ccccc4)C[C@@H]23)cc1	-14	-8	0.2	-7	-9	x	-0.6	8
Cc1ccccc1N1C(=O)c2ccccc2NC1c1ccncc1 (stereo not given)	9	x	x	0	-6	x	x	1
O=C(Nc1ccc(S(=O)(=O)NCc2ccccc2)cc1)c1ccccc1[N+](=O)[O-]	-11	12	0.1	-5	x	12	2.1	x
COc1ccc(C2=NN(c3nc(-c4ccccc4)c(CC(=O)O)s3)C(c3ccco3)C2)cc1 (stereo not given)	-64	x	0.0	-14	-3	-2	0.2	x
CC(C)=CCN1CCN(Cc2cc(F)ccc2-n2nc(C)cc2C)CC1CCO (stereo not given)	-4	1	-0.1	-3	6	-8	1.7	-3
CCNC(=O)C[C@H]1CC[C@H]2[C@H](COc3ccc(NC(=O)Cc4ccccc4)cc3C(=O)N2C)O1	-1	1	0.0	-3	5	-7	0.1	-1
CCN1CCCC1CNC(=S)Nc1ccc(C(C)=O)cc1 (stereo not given)	-9	4	0.0	-1	x	1	3.0	x
Cc1cccn2c(=O)c3cc(C(=O)NCC4CCCO4)c(=N)n(CCN4CCOCC4)c3nc12 (stereo not given)	20	x	x	3	42	0	x	x
O=C(c1cccc(F)c1)N1CC[C@@H]2[C@H](CO)Nc3ccc(C#Cc4ccccc4)cc3[C@@H]21	-99	3	0.0	-8	x	-10	1.0	x
O=[N+]([O-])c1ccc(S(=O)(=O)N/N=C/c2ccc3c(c2)OCO3)cc1	-13	x	0.0	1	0	x	-0.5	1
Cc1ccc(NC(=O)C2CCN(S(=O)(=O)c3c(C)n[nH]c3C)CC2)c(C)c1	-2	-1	0.1	-19	-14	-4	x	2
O=C(c1cc2ccccc2o1)N1CCN(S(=O)(=O)/C=C/c2ccccc2)CC1	-18	3	0.0	-3	5	-1	-0.9	4
Nc1nonc1C(=O)NCCNc1ncccc1[N+](=O)[O-]	-17	-3	0.1	-3	x	x	x	x
Cc1cc(C(=O)NC2CCCc3c2cnn3-c2cc(F)cc(F)c2)nn1C (stereo not given)	-18	-24	0.3	-4	-1	1	-1.7	8
CO[C@H]1CN(C)C(=O)c2ccc(NC(=O)c3nc4ccccc4s3)cc2OC[C@@H](C)NC[C@@H]1C	9	-8	0.3	-9	15	10	-0.1	2
O=C(c1cc(Br)ccc1Cl)N1CCCC1	-6	2	0.0	4	x	2	x	x
CC(=O)Nc1cncc(-c2cccc(C(=O)N3CCOCC3)c2)n1	-19	-8	0.1	2	-7	7	-0.1	-9
C[C@H](CO)N1C[C@H](C)[C@@H](CN(C)CC2CCOCC2)Oc2ncc(C#Cc3ccccn3)cc2C1=O	-16	-2	4.0	22	14	x	-0.4	1
CC(=O)c1cccc(-n2nnnc2SCC(=O)NNC(=O)C(C)C)c1	-16	-2	0.2	0	-14	11	x	-2
COc1ccc(CN2CCN(Cc3cccn3-c3ncccn3)CC2CCO)c(C)c1C (stereo not given)	-9	13	0.2	-4	-9	x	x	-6
CC(C)(c1cc(Br)c(O)c(Br)c1)c1cc(Br)c(O)c(Br)c1	-9	4	x	-2	15	x	x	-1
O=C(COC(=O)/C=C/c1cccc(F)c1)Nc1ccc2[nH]c(=O)[nH]c2c1	-5	2	0.0	-13	-8	-3	-2.0	6
O=C(NC1CCCC1)N1CC(=O)N2[C@H](CO)[C@H](c3ccc(-c4ccncc4)cc3)[C@@H]2C1	4	13	0.1	50	x	-3	0.0	x
CCC(=O)N[C@H]1C=C[C@H](CC(=O)NCc2cc(F)cc(F)c2)O[C@H]1CO	4	-4	0.1	-23	2	-9	0.0	-1
Cc1cc(C)n2nc(SCC(=O)N(CC(C)C)c3c(N)n(CC(C)C)c(=O)[nH]c3=O)nc2n1	-14	-2	0.2	2	x	-4	-2.0	x
O=C(NCC[C@@H]1CC[C@H](NC(=O)C2CCC2)[C@@H](CO)O1)c1cc(Cl)cc(Cl)c1	-1	8	-1.4	25	-2	-12	-0.2	7
O=C(C[C@@H]1CC[C@@H](NC(=O)c2ccncc2)[C@@H](CO)O1)Nc1ccc(-c2ccccc2)cc1	-7	0	-0.6	8	x	x	0.4	x
CCc1ccc(CN2CCN(C(=O)c3ccco3)CC2)cc1	-1	-21	0.4	-3	-1	x	x	5
COc1ccc(NC(=O)CN2CCN(c3ccc(F)cc3)CC2)cc1	-5	5	-0.1	1	2	2	0.2	-5
CCCCC(CC)CNC(=O)C(Cc1ccccc1)NS(=O)(=O)c1ccc2c(c1)CCC(=O)N2 (stereo not given)	-10	1	0.2	-1	9	8	x	0
CN(C)CCCNC(=O)[C@H]1[C@H](CO)[C@H]2Cn3c(ccc(-c4ccccc4)c3=O)[C@@H]1N2C	-1	-3	0.1	3	8	x	0.0	0
CCOC(=O)CN1CC23C=CC(O2)C(C(=O)NC2CCCCCC2)C3C1=O (stereo not given)	-10	3	0.0	1	-8	-5	x	-2
O=S(=O)(Cc1ccccc1)NCC[C@@H]1CC[C@H](NS(=O)(=O)c2ccc(F)cc2)[C@@H](CO)O1	-7	x	0.4	-3	-5	8	-0.1	9
C[C@@H]1CCCCO[C@H](CN(C)S(=O)(=O)c2ccc(F)cc2)[C@@H](C)CN([C@@H](C)CO)C(=O)c2cc(NC(=O)Nc3ccc(F)cc3)ccc2O1	x	5	0.4	x	-5	-10	-0.2	6
O=C(NC(Cc1c[nH]c2ccccc12)C(=O)NCc1ccc(F)cc1)OCc1ccccc1 (stereo not given)	-7	8	-0.1	2	-8	x	x	-9
CO[C@H]1CN(C)C(=O)c2cc(NC(=O)Nc3ccccc3)ccc2OC[C@@H](C)N(C(=O)CC2CC2)C[C@H]1C	8	-2	0.0	-16	5	-5	-0.1	13
COCCn1c(-c2ccc(F)cc2)nc2oc3cc(OC)ccc3c(=O)c2c1=O	-8	-4	0.9	-1	14	-5	-0.3	-2
Cc1cc(N2O[C@H]3C=C[C@@H]2C3)no1	-10	-2	-0.2	-3	0	7	x	4
CC1CC(C)CN(C(=O)Nc2ccc(Br)cc2)C1 (stereo not given)	-10	-19	0.0	-1	x	2	x	x
O=C(CN1CCN(Cc2ccc(F)cc2)C1=O)NC1CCCC1	-18	7	-0.1	-4	2	-1	0.9	-4
CCN(CC)Cc1c(C(=O)N/N=C/c2ccc(C)o2)nnn1-c1nonc1N	19	-7	x	-3	8	-5	x	-4
CC(=O)c1c(COC(=O)c2ccc(Cl)cc2)nc2ccccc2[n+]1[O-]	3	-6	0.0	1	x	-7	0.0	x
CO[C@@H]1CN(C)C(=O)c2ccc(NC(=O)c3ccc(-c4ccccc4)cc3)cc2OC[C@@H](C)NC[C@@H]1C	-2	16	-0.1	8	x	12	0.9	x
CCC(=O)N=c1n(C)c2ccccc2n1CCOc1ccccc1	-3	11	0.4	-14	x	-3	-2.2	x
C[C@@H]1CN([C@H](C)CO)C(=O)c2cccc(NS(C)(=O)=O)c2O[C@@H]1CN(C)S(C)(=O)=O	6	1	0.1	3	5	x	0.9	0
COc1ccc(CN(C)C[C@@H]2Oc3ccc(NS(C)(=O)=O)cc3CC(=O)N([C@@H](C)CO)C[C@H]2C)cc1	0	-3	-0.7	35	2	x	x	-5

The list goes on.
structure	RAD52 anneal inh	EWS-Fli inh	XiGFP reactiv	S100A4 MyoIIA	RAD54 branch	FN deposition inh	E-sel inducer	esBAF inh
COc1cccc(OCC(O)CN2CCC(CN3C(=O)c4cccc5cccc(c45)C3=O)CC2)c1 (stereo not given)	86*	27	0.0	-3	x	2	x	x
O=C(C[C@H]1C[C@H]2c3cc(NC(=O)Nc4ccc(F)cc4)ccc3O[C@H]2[C@@H](CO)O1)NCC1CC1	x	-2	0.0	x	-4	6	0.1	1
Cc1noc(C)c1NC(=O)N(C)C[C@H]1Oc2c(NS(=O)(=O)c3ccc(Cl)cc3)cccc2C(=O)N([C@@H](C)CO)C[C@@H]1C	-10	0	-0.6	3	-1	-2	0.2	-1
Cc1cc(NC(=O)c2ccc(S(=O)(=O)N3CCOCC3)cc2)no1	-5	13	0.0	5	x	2	x	x
COc1cc(-c2cc(N)n(S(=O)(=O)c3ccccc3)n2)cc(OC)c1OC	-3	16	0.5	1	0	-5	2.5	-4
CC(Oc1cccc2ccccc12)C(=O)N/N=C/c1cccnc1 (stereo not given)	-3	x	0.1	-2	21	4	0.2	-7
COc1cc2[nH]c(=S)nc(NC3CCCCCC3)c2cc1OC	58*	34	0.2	-5	x	-15	x	x
Cc1cc(C)c(S(=O)(=O)N2CCOCC2)cc1C	-12	-4	0.8	0	x	-22	x	x
Cn1c(N)c(C(=O)COC(=O)c2ccccc2NCc2ccco2)c(=O)n(C)c1=O	-7	9	-0.4	-2	x	-1	5.9	x
O=C(NN1CCCCC1)c1cccc(COc2ccc(Cl)cc2)c1	-2	-82	-0.1	-4	-3	1	x	x
C[C@@H]1CN([C@@H](C)CO)C(=O)Cc2cc(NS(C)(=O)=O)ccc2O[C@@H]1CN(C)Cc1ccc(C(F)(F)F)cc1	22	1	0.8	4	0	-4	0.2	-4
C[C@@H]1CCCCO[C@H](CN(C)Cc2ccc3c(c2)OCO3)[C@@H](C)CN([C@H](C)CO)C(=O)c2cc(NS(=O)(=O)c3ccc(Cl)cc3)ccc2O1	22	3	0.1	-8	0	0	x	-4
COc1cccc(CNc2ncc(-c3ccccc3)n2C)c1	-2	11	0.0	3	7	-1	x	2

For reference, some entries already given:
structure	RAD52 anneal inh	EWS-Fli inh	XiGFP reactiv	S100A4 MyoIIA	RAD54 branch	FN deposition inh	E-sel inducer	esBAF inh
C[C@@H]1CN([C@H](C)CO)C(=O)c2cccc(NS(C)(=O)=O)c2O[C@@H]1CN(C)S(C)(=O)=O	6	1	0.1	3	5	x	0.9	0
COc1ccc(CN(C)C[C@@H]2Oc3ccc(NS(C)(=O)=O)cc3CC(=O)N([C@@H](C)CO)C[C@H]2C)cc1	0	-3	-0.7	35	2	x	x	-5
COc1cccc(OCC(O)CN2CCC(CN3C(=O)c4cccc5cccc(c45)C3=O)CC2)c1 (stereo not given)	86*	27	0.0	-3	x	2	x	x
